Bioassay records as filed in PubChem BioAssay.
Myeloid diff 2 = induction of myeloid progenitor differentiation, primary screen, cell-based, flow cytometry, MLPCN library. 1% of 360,000 active. calls only at 10 µM. ER-HoxA9 myeloid progenitors, lysozyme-GFP differentiation;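 active = normalized GFP-positive differentiation at or above the plate's own cutoff, the solvent-only control mean plus 3 SD; inconclusive = no clear call, values can overlap the other calls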;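 also: cells exposed to compound for four days before flow analysis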
T cell modulator = modulators of CD8 T cell-vesicle binding, primary screen, mouse 2C CD8+ T cells, flow cytometry; 2C CD8+ T cell-vesicle binding; active compounds read low; calls only at 7 µM; 0.068% of 330,000 active; AID 2052, 2009;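 active = response, share of CD8 T cells binding vesicles, and their 90th percentile fluorescence all below set limits, cut at about 80% in these data, passing the limit was not always enough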
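Test system: purified 2C TCR transgenic mouse naive CD8+ T cells. Probe or stimulus: QL9-peptide-loaded Drosophila micro-vesicles bearing Ld, ICAM-1 and B7-1. Incubation: binding step 1.5 h, 37 °C, antibody labelling 20 min, ice. Measured by: flow cytometry of vesicle-bound cells.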
T cell modulator vesicle-bound % = further read-out of T cell modulator, marked with its call; double positive events, %; measured here: CD8+ vesicle-bound cell fraction;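 binding gate set so that unloaded-vesicle control wells show 10% double positive cells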
Myeloid diff 2 GFP+ MAC1+ % = second read-out of Myeloid diff 2, no call of its own (marks repeat the call); GFP+ MAC1+ double positive, %; measured here: differentiation confirmed by MAC1 staining
Active calls of the source: *; i = inactive; ? = inconclusive; . = not tested or not shown; + = active, no number. This is a subset; count on the stated rates, not on these rows.

SMILES	Myeloid diff 2	Myeloid diff 2 GFP+ MAC1+ %	T cell modulator	T cell modulator vesicle-bound %
CC1Nc2ncnc(N3CCN(c4ccccc4)CC3)c2N(Cc2ccc(Br)cc2)C1=O (configuration not stated)	i	1.5	i	34.1
O=C(Nc1ccc(S(=O)(=O)Nc2nccs2)cc1)c1ccccc1OC(F)F	i	0.3	i	44.8
COc1ccccc1-n1nnnc1SC(C)C(=O)NC1CCCC1 (configuration not stated)	i	1.2	i	7.9
CCCCNc1c(-c2ccc(SC(C)CC)cc2)nc2cnccn12 (configuration not stated)	+	4.1*	i	7.5
CCCn1nc(C(=O)Nc2nc(-c3ccccn3)cs2)c2ccccc2c1=O	+	4.6*	i	48.8
COc1ccc(S(=O)(=O)c2ccccc2)cc1NS(=O)(=O)c1cccc(C(=O)O)c1	i	0.8	i	30.8
CCc1noc(C)c1C(=O)OCC(=O)Nc1c(F)cccc1F	i	0.4	i	41.5
O=C(c1cc(-c2cccnc2)nc2ccccc12)N1CCN(S(=O)(=O)c2cccs2)CC1	i	0.8	i	2.7
NC(=O)C1CCCN(C(=O)c2ccc3c(c2)NC(=O)CS3)C1 (configuration not stated)	i	0.6	i	42.3
O=C(CCS(=O)(=O)c1ccccc1)N(CCCN1CCOCC1)c1nc2ccccc2s1	?	.	i	36.7
CCOc1ccc(OCC(=O)OCc2cc(=O)n3cc(Br)ccc3n2)cc1	i	0.8	i	39.9
COc1ccccc1-c1nn(-c2ccccc2)cc1C(=O)N1CCN(C(=O)c2ccco2)CC1	i	0.8	i	36.0
COc1ccc(S(=O)(=O)NCC2CCCO2)cc1NC(=O)c1ccc(Cl)cc1 (configuration not stated)	i	0.6	i	58.6
CN(C)c1ccc(C(CNS(=O)(=O)c2ccc([N+](=O)[O-])cc2)N2CCOCC2)cc1 (configuration not stated)	i	0.8	i	63.8
Cc1ccc(C(=O)Cc2ccccc2)o1	i	1.3	i	29.3
Cc1noc(C)c1S(=O)(=O)N(C)C[C@H]1Oc2ccc(NC(=O)NC3CCCCC3)cc2C(=O)N([C@H](C)CO)C[C@@H]1C	i	0.4	i	26.2
Cc1ccc(C)c(N)c1	i	1.6	i	22.1
O=C(OCc1cccc(C(F)(F)F)c1)c1cc([N+](=O)[O-])ccc1N1CCOCC1	i	0.3	i	52.5
O=C(N/N=C/c1ccccc1C(=O)O)c1cccc(S(=O)(=O)N2CCOCC2)c1	i	0.3	i	45.6
CCCCN(C(=O)C1CCC1)c1c(N)n(CCC)c(=O)[nH]c1=O	i	0.8	i	24.2
O=C(CS(=O)(=O)c1ccc(F)cc1)Nc1nccs1	i	0.8	i	44.2
CCOC(=O)c1cc(CC)sc1NC(=O)COC(=O)c1ccccn1	i	0.3	i	53.2
Cc1ccc(C(C)NC(=O)c2cccs2)cc1 (configuration not stated)	i	0.8	i	24.1
Cc1c2n(c3ccccc13)CCN(C)C2	i	1.3	i	39.1
Cc1cccc(NC(=O)CSc2nnc(CNC(=O)c3ccco3)n2C)c1C	i	0.6	i	33.3

Part of the list above in order of length of the SMILES, highest first:
SMILES	Myeloid diff 2	Myeloid diff 2 GFP+ MAC1+ %	T cell modulator	T cell modulator vesicle-bound %
O=C(N/N=C/c1ccccc1C(=O)O)c1cccc(S(=O)(=O)N2CCOCC2)c1	i	0.3	i	45.6
COc1ccc(S(=O)(=O)NCC2CCCO2)cc1NC(=O)c1ccc(Cl)cc1 (configuration not stated)	i	0.6	i	58.6
O=C(CS(=O)(=O)c1ccc(F)cc1)Nc1nccs1	i	0.8	i	44.2

The list goes on:
SMILES	Myeloid diff 2	Myeloid diff 2 GFP+ MAC1+ %	T cell modulator	T cell modulator vesicle-bound %
O=C1COc2ccc(C(=O)COC(=O)c3ccccc3F)cc2N1	i	0.0	i	53.4
O=C1N[C@@H](Cc2c[nH]c3ccccc23)COC(=O)[C@@H](Cc2ccc(F)cc2)C/C=C\C[C@H]1CC(=O)N(CCO)Cc1ccccc1	i	0.7	i	13.4
Cc1ccc(S(=O)(=O)N2[C@@H](c3ccc(Cl)cc3)C(C(=O)O)=C[C@H]2CC2CCCC2)cc1	+	3.2*	i	25.8
CC(=O)c1ccccc1NC(=O)CCN1C(=O)C2CCCCC2C1=O (configuration not stated)	i	0.6	i	17.8
C=CCC[C@H](Cc1ccc(F)cc1)C(=O)OC[C@@H](Cc1c[nH]c2ccccc12)NC(=O)[C@@H](CC=C)CC(=O)N[C@H](CO)Cc1ccccc1	i	1.3	i	33.0
O=C1C=C(c2ccc(F)cc2OCc2ccccc2)C[C@@H](c2ccc(F)cc2)C1	i	0.8	i	27.2
O=C(Nc1ccc(F)c(Cl)c1)C1CC2CCC1C2 (configuration not stated)	i	0.9	i	12.0
Cc1cc(C(=O)NCC(c2ccco2)N2CCCC2)c2ccccc2n1 (configuration not stated)	i	1.2	i	38.4
COc1ccccc1NS(=O)(=O)c1ccc(C)c(C(=O)NCCCN2CCCC2=O)c1	i	0.6	i	41.7
CCOC(=O)c1c(NC(=O)COC(=O)c2cnccn2)sc(C)c1C	i	0.7	i	23.4
Cc1noc(C)c1NC(=O)N(C)C[C@H]1Oc2ccc(NS(=O)(=O)c3ccccc3)cc2C(=O)N([C@H](C)CO)C[C@@H]1C	i	0.7	i	5.9
O=C(CCNS(=O)(=O)c1ccccc1)OCC(=O)c1ccc(Br)cc1	i	0.6	i	46.8
COc1cc(/C=C/C(=O)Nc2ccc(OC)c(S(=O)(=O)N3CCOCC3)c2)ccc1OC(F)F	i	0.3	i	66.7
CCc1noc(C)c1C(=O)N(CC)CC(=O)Nc1ccccc1C(F)(F)F	i	0.6	i	43.5
Cc1noc(COc2ccccc2OCC(N)=O)n1	i	0.5	i	32.9
COc1cccc(NC(=O)C2CCOC2=O)c1 (configuration not stated)	i	0.3	i	40.0
Cc1ccc(SCC(=O)OCC(=O)N(CC(C)C)c2c(N)n(Cc3ccccc3)c(=O)[nH]c2=O)c(C)c1	i	0.7	i	50.5
NC(=O)c1ccsc1NC(=O)COC(=O)Cc1c[nH]c2ccccc12	i	1.5	i	24.9
COC(=O)c1c(-c2ccccc2OC)sc2cc3c(cc12)OCO3	i	2.4	i	9.9
O=C(COC(=O)CCNS(=O)(=O)c1ccccc1)NC1CC1	i	1.9	i	48.3
COc1ccc(C(C)=O)cc1COC(=O)CSC(C)C(=O)Nc1cc(C)on1 (configuration not stated)	i	1.0	i	21.2
COc1ccc(NC(=O)COc2cc(C)cc(C)c2)cc1S(=O)(=O)N1CCCCC1	i	0.9	i	5.3
Fc1c(F)c(F)c(SCn2cc(Br)cn2)c(F)c1F	i	0.3	i	22.3
CC1CCCC(C)N1C(=O)COC(=O)/C=C/c1ccco1 (configuration not stated)	i	0.4	i	32.1
COCCN(C(=O)CSc1n[nH]c(-c2ccc(OC)cc2)n1)c1c(N)n(Cc2ccccc2)c(=O)[nH]c1=O	+	2.5*	i	40.0

Compound profiles (already shown):
Shown for `O=C1COc2ccc(C(=O)COC(=O)c3ccccc3F)cc2N1` : Myeloid diff 2: i; Myeloid diff 2 GFP+ MAC1+ %: 0.0; T cell modulator: i; T cell modulator vesicle-bound %: 53.4
Shown for `O=C1C=C(c2ccc(F)cc2OCc2ccccc2)C[C@@H](c2ccc(F)cc2)C1` : Myeloid diff 2: i; Myeloid diff 2 GFP+ MAC1+ %: 0.8; T cell modulator: i; T cell modulator vesicle-bound %: 27.2
Shown for `O=C(Nc1ccc(F)c(Cl)c1)C1CC2CCC1C2` (configuration not stated) : Myeloid diff 2: i; Myeloid diff 2 GFP+ MAC1+ %: 0.9; T cell modulator: i; T cell modulator vesicle-bound %: 12.0

The listing continues:
SMILES	Myeloid diff 2	Myeloid diff 2 GFP+ MAC1+ %	T cell modulator	T cell modulator vesicle-bound %
NC(=O)C1CCN(C(=O)CNC(=O)c2ccc(Br)o2)CC1	i	0.5	i	30.4
COc1ccc(-c2c(-c3ccccc3OC)sc3ccccc23)cc1C=O	i	0.9	i	40.6
CC(CCc1ccccc1)NC(=O)c1ccc(-n2cncn2)c([N+](=O)[O-])c1 (configuration not stated)	i	1.0	i	38.3
CCOc1ccc(Oc2ccc(C(F)(F)F)cc2NC(=O)C2=COCCO2)cc1	i	1.0	i	21.0
COc1ccc(CCC(=O)OCC(=O)Nc2sccc2C(N)=O)cc1OC	i	1.8	i	49.7
O=C(CN1CCN(S(=O)(=O)c2cccc(Br)c2)CC1)N1CCCCC1	i	2.1	i	21.8
CN(CC(=O)Nc1ccc(Cl)c(C(F)(F)F)c1)C(=O)CCCNC(=O)c1ccc(Cl)cc1	i	1.1	i	62.8
CC(C)CCN(C(=O)c1ccccn1)c1c(N)n(Cc2ccccc2)c(=O)[nH]c1=O	i	0.2	i	53.0
COc1cccc(NC(=O)CN(C)CC(=O)c2c(N)n(Cc3ccccc3)c(=O)n(C)c2=O)c1	i	0.0	i	4.1
CC(C)NC(=O)N(C)C[C@H]1Oc2ccc(NC(=O)NC3CCCCC3)cc2C(=O)N([C@H](C)CO)C[C@@H]1C	i	0.7	i	50.6
CC1CCCCN1C(=S)NC(=O)c1ccccc1 (configuration not stated)	i	0.2	i	18.2
CC(=O)N1CCN(S(=O)(=O)c2cccc(C(=O)NCCC3=CCCCC3)c2)CC1	i	1.0	i	8.7
CCN1CCN(S(=O)(=O)c2ccc(Cl)c(C(=O)Nc3ccccc3N3CCOCC3)c2)CC1	i	0.7	i	17.3
O=C(COc1ccc(F)cc1)Nc1ccccc1N1CCOCC1	i	1.0	i	28.3
CSc1ccccc1NC(=O)CN(C)CC(=O)c1[nH]c(C)c(C(C)=O)c1C	i	1.0	i	38.8
Cc1cccc(OCC(=O)OCC(=O)N2CCCc3ccccc32)c1C	i	0.6	i	37.2
N#Cc1cccc(S(=O)(=O)NNC(=O)C23CC4CC(CC(C4)C2)C3)c1	i	0.8	+	5.1*
Cc1csc(NC(=O)C(C)Oc2ccc(Br)cc2)n1 (configuration not stated)	i	0.8	i	30.1
CCOc1ccc(C(=O)C(C)OC(=O)c2nc(Cl)ccc2Cl)cc1 (configuration not stated)	i	0.4	i	16.1
O=S1c2ccccc2Nc2ccccc21	i	1.5	i	15.7
Cc1cccc(NC(=O)c2ccc(Cl)c(S(=O)(=O)N3CCc4ccccc43)c2)n1	i	1.4	i	36.8
C=CCOc1ccc(/C=C/C(=O)OC(C)C(=O)Nc2ccc(NC(C)=O)cc2)cc1 (configuration not stated)	i	0.9	i	16.8
CC(=O)c1cccc(NC(=O)C2CC(=O)N(c3ccc4c(c3)OCCO4)C2)c1 (configuration not stated)	i	0.2	i	21.0
COCCn1c(Cc2ccccc2)nnc1SCC(=O)N1CCCC1=O	i	0.6	i	27.0
O=C(CC1CCCC1)NCCS(=O)(=O)N1CCN(c2ccc(F)cc2)CC1	i	1.2	i	44.2

Other entries:
SMILES	Myeloid diff 2	Myeloid diff 2 GFP+ MAC1+ %	T cell modulator	T cell modulator vesicle-bound %
Cc1ccnc(NC(=O)c2cc(S(=O)(=O)NCc3ccccc3)ccc2C)c1	i	1.3	i	33.5
Cc1cc(NC(=O)CN2C(=O)NC(CC(C)C)C2=O)no1 (configuration not stated)	i	1.0	i	6.6
CCCCN1CC(=O)N2[C@H]3c4ccccc4OC[C@@H]3[C@H](C(=O)OCC)[C@]2(C)C1=O	i	1.9	i	23.0
CCN(CC(=O)Nc1cc(Cl)ccc1C)C(=O)CN1C(=O)NC2(CCCC2)C1=O	i	1.2	i	27.1
Cc1ccc(Cc2nnc(SCC(=O)Nc3c(C)cccc3C)[nH]c2=O)cc1	i	0.8	i	33.0
COc1ccccc1C(=O)NCCC(=O)Nc1ccc(S(=O)(=O)Nc2ncccn2)cc1	i	0.2	i	41.8
O=C(CSc1nnc(-c2cccnc2)o1)Nc1cccc(F)c1	i	0.8	i	36.3
Cc1ccc(NC(=O)C(c2ccccc2)N2CCN(C(=O)c3ccco3)CC2)cc1Cl (configuration not stated)	i	0.4	i	37.6
N#Cc1cc2nc(O)c(O)nc2cc1[N+](=O)[O-]	i	1.4	i	35.7
COc1ccc(OC)c(S(=O)(=O)Oc2ccc(N)c3ccccc23)c1	i	0.2	i	35.6
CC1(C)CC(=O)C=C(NC2CCCC(O)C2)C1 (configuration not stated)	i	0.9	i	12.4
CC1CCCC(C)N1C(=O)c1ccc(S(=O)(=O)N2CCCC2)cc1 (configuration not stated)	i	1.0	i	46.5
COc1ccc(CNC(=O)[C@]2(C)CCC[C@@]3(C)C4CC[C@@]5(C)C[C@]4(CCC32)CC5=O)cc1 (some centres not stated)	i	0.2	i	36.7
Cc1cccc(C(=O)OCC(=O)c2c(C)[nH]c3ccccc23)c1O	i	0.7	i	41.3
CCC(C)c1ccc(NC(=O)COC(=O)CCNC(=O)c2ccco2)cc1 (configuration not stated)	i	0.2	i	18.4
CC(NC(=O)CN1C(=O)NC2(CCc3ccccc32)C1=O)c1ccccc1 (configuration not stated)	i	0.6	i	37.4
O=C(CN1C(=O)NC2(CCc3ccccc32)C1=O)Nc1ccccc1C(F)(F)F (configuration not stated)	i	1.1	i	37.8
Cc1ccc2nc(NC(=O)CSc3nc(=O)n(CCCN(C)C)c4c3CCC4)sc2c1	i	1.3	i	52.0
CC(C(=O)N1CCc2ccccc21)N1CCN(S(=O)(=O)c2cccc(C(F)(F)F)c2)CC1 (configuration not stated)	i	0.6	i	28.4
COc1ccc(NS(=O)(=O)c2cccc(C(=O)NN=C(C)c3ccco3)c2)cc1	i	0.3	i	44.2
O=C(C[C@H]1C/C=C\C[C@@H](Cc2ccc(F)cc2)C(=O)O[C@H](c2ccccc2)CNC1=O)N[C@@H](CO)Cc1ccccc1	i	0.5	i	19.6
